# A3A deaminase: APOBEC3A ssDNA deaminase inhibitors, primary screen, selectivity assay for APOBEC3G inhibitor project, biochemical, FAM/TAMRA oligo cleavage fluorescence | DNA dC->dU-editing enzyme APOBEC-3A (Homo sapiens), P31941 | recombinant A3A, FAM/TAMRA ssDNA deamination fluorescence | 330,000 compounds, 0.41% hits | inhibition, % at 20 µM;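 active = at least 40% inhibition at 20 µM here, with at most 30% in a related deaminase screen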;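 also: plate controls were A3A with DMSO for no effect and wells lacking A3A enzyme for full effect; some results filed as inactive read as strong as hits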
# TIM10 inh: growth inhibitors of isogenic TIM10 control yeast, primary screen, counter-screen for tim10-1 yeast inhibitor project, luminescence, uHTS | S. cerevisiae TIM10 strain growth, BacTiter-Glo luminescence, 24 h | inhibition, % at 10 µM | 330,000 compounds, 1.4% hits;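 active = inhibition of 40% or more at the single tested concentration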;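 also: wild-type TIM10 isogenic control strain grown at permissive 25 °C; 0% = DMSO yeast wells and 100% = minimal medium wells without yeast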
# mIAP inh: inhibitors of mouse IAP, primary screen, biochemical, luminescence, uHTS; inhibition, % at 10 µM; 330,000 compounds, 0.2% hits; purified mouse IAP, CDP-Star luminescence, 30 min; intestinal alkaline phosphatase [Mus musculus];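 active = inhibition of at least 40% at 10 µM in the primary screen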;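 also: plate controls were DMSO with enzyme for no effect and no enzyme wells for full effect; values of inactives mirror those of a sister screen read the other way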
# MIN6 prolif: inducers of MIN6 beta-cell proliferation, primary screen, ATP luminescence, uHTS. 330,000 compounds, 0.29% hits. MIN6 cells proliferation, ATPlite luminescence, 48 h; cells starved in 0.2% serum; 100% = growth in 10% serum. proliferation, % at 10 µM;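 active = compounds whose signal lies at least 3.5 SD above the mean of all wells on their plate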;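 also: 0% = DMSO-treated cells in low-serum medium and 100% = 10% serum control; some compounds called inactive have numbers as strong as hits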
# A3G deaminase: APOBEC3G DNA deaminase inhibitors, primary screen, biochemical, fluorescence, single-stranded DNA substrate, uHTS. 330,000 compounds, 0.28% hits. inhibition, % at 20 µM. DNA dC->dU-editing enzyme APOBEC-3G (Homo sapiens), Q9HC16. AID 493012, 2011. recombinant A3G, ssDNA deamination FAM/TAMRA fluorescence;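 active = inhibition of at least 40% at 20 µM, with no more than 30% in the related APOBEC3A deaminase screen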;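 also: plate controls were DMSO wells with A3G for no effect and wells lacking A3G enzyme for full effect; some compounds called inactive have numbers as strong as hits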
# Target sequence (Q9HC16 whole entry, looked up): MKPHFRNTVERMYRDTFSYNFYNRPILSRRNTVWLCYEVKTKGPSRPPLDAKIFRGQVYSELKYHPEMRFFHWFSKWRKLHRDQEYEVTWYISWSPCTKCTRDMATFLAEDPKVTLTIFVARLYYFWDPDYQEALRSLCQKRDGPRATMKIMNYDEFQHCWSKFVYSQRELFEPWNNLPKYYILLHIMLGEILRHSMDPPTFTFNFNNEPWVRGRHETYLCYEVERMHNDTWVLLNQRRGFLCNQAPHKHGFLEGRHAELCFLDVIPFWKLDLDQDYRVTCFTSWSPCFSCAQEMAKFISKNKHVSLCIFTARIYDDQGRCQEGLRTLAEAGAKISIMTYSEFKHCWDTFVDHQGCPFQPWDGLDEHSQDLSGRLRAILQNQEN
# tim10-1 inh: growth inhibitors of tim10-1 mutant yeast, primary screen, luminescence, uHTS. S. cerevisiae tim10-1 ts strain growth, BacTiter-Glo, 24 h. AID 463190, 2010. inhibition, % at 20 µM. 330,000 compounds, 2.2% hits;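 active = inhibition of at least 40%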;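 also: mutant grown at 25 °C; 0% = DMSO wells with yeast and 100% = wells holding no yeast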
# NALP3 yeast inh: NALP3 inflammasome inhibitors in reconstituted yeast, primary screen, luminescence, uHTS. Yeast reconstituted NLRP3/ASC/caspase-1, beta-gal luminescence, 24 h. inhibition, % at 10 µM. 330,000 compounds, 0.39% hits. AID 2825, 2010;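 active = inhibition of 50% or more; inactive = inhibition below 50%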;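 also: plate controls were induced DMSO wells for no effect and uninduced yeast grown without galactose for full effect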
# hIAP inh: human IAP inhibitors, primary screen, biochemical, luminescence, uHTS | 330,000 compounds, 0.12% hits | inhibition, % at 10 µM | purified IAP, CDP-Star luminescence, 30 min;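 active = inhibition reaching a set limit with compound at 10 µM in the primary screen, cut at about 35% in these data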;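 also: plate controls were DMSO wells with enzyme for no effect and no-enzyme buffer wells for full effect; values of inactives mirror those of a sister screen read the other way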
# Target sequence (P09923 whole entry, looked up): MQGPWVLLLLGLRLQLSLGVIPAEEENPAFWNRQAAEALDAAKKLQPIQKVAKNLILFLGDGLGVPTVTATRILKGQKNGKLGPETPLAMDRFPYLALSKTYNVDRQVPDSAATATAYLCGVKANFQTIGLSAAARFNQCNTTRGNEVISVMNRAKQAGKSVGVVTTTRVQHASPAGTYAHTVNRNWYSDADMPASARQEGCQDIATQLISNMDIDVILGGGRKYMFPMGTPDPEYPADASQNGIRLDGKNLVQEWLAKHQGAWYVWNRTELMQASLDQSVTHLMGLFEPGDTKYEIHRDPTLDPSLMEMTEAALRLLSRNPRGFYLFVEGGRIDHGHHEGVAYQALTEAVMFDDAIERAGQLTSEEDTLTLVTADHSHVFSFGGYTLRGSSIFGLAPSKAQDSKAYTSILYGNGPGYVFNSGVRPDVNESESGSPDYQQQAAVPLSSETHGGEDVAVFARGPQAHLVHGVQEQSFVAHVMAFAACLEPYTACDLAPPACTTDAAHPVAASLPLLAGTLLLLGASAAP
# mIAP act: activators of mouse IAP, primary screen, biochemical, luminescence, uHTS | activation factor at 10 µM | AID 2805, 2010 | muIAP, CDP-Star luminescence, 30 min; active compounds read high; 1 = vehicle-only enzyme signal, 0 = enzyme-free wells | intestinal alkaline phosphatase [Mus musculus] | 330,000 compounds, 0.24% hits;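 active = activation factor of at least 2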; also: the source names both 10 and 20 µM as test concentration; values of inactives mirror those of a sister screen read the other way
#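 Assay system: mouse IAP enzyme / Compound: DMSO-dissolved test compounds / Timing: 30 min, room temperature / Measured by: luminescence from enzymatic CDP-Star hydrolysis / Control set: DMSO-only wells, enzyme-free buffer wells as negative control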
# * = called active by the depositor.
item	structure	TIM10 inh	mIAP act	NALP3 yeast inh	mIAP inh	MIN6 prolif	tim10-1 inh	A3G deaminase	A3A deaminase	hIAP inh
1	CC(C)(C#CCCCCC#CC(C)(C)[N+](C)(C)C)[N+](C)(C)C	29	0.93	0	7	-3	4	14	51*	-10
2	COC(=O)C1=C(c2ccc(OC(F)(F)F)cc2)C[C@@H]2CC[C@H]1N2C(=O)NC1Cc2ccccc2C1	16	1	8	-4	-6	17	-9	-1	-4
3	CCCC[N+]12CCC(CC1)C(Cc1ccccc1)C2 (stereo not drawn)	-15	1	-2	0	4	-25	-5	1	4
4	COC(=O)c1cc(C(O)(C(=O)OC)C(F)(F)F)c(/N=C/N(C)C)s1 (stereo not drawn)	-18	1.1	7	-6	-1	2	-6	-2	20
5	COc1ccc(OC)c(N2C(=O)NC(=O)/C(=C\c3ccc([N+](=O)[O-])s3)C2=O)c1	84*	0.72	-15	28	-6	69*	10	24	16
6	Fc1ccc(Cn2nnnc2C(c2ccc(Cl)cc2)N2CC=C(c3ccc(F)cc3)CC2)cc1 (stereo not drawn)	25	0.97	29	3	-2	32	-4	-2	8
7	Cc1ccc(CN2CCCC(C(=O)c3ccc4c(c3)OCO4)C2)cc1C (stereo not drawn)	-12	1	17	0	-4	5	-6	-5	2
8	CC(C)c1ccc(NC(=O)CCNC(=O)N2C[C@H]3C[C@@H](C2)c2cccc(=O)n2C3)cc1	2	0.99	-10	1	1	-16	-8	-4	6
9	COc1ccccc1OCC#CCN1CCCC1	1	0.98	23	2	-1	-11	-6	0	0
10	O=C(CNC(=O)c1cccc(Cl)c1)Nc1ccc(Br)cc1C(=O)c1ccccc1	-21	0.84	19	16	-4	-64	-3	-2	9
11	Cc1cc(Cl)ccc1OCC(=O)N1CCN(C)CC1	6	0.99	6	1	0	-3	-5	-13	-4
12	CCOC(=O)c1c(NS(=O)(=O)c2ccccc2)n(CCCOC)c2nc3ccccc3nc12	13	1.1	10	-9	0	20	3	2	10
13	O=C1NC(=S)N(c2ccccc2F)C(=O)/C1=C\c1cccs1	-3	0.84	13	16	-6	29	7	10	-1
14	COC(=O)C1=C(c2ccc(F)cc2OCc2ccccc2)C[C@@H]2CC[C@H]1N2C(=O)NCc1ccccc1C(F)(F)F	14	1.6	-5	-57	-7	1	-9	-3	11
15	C[C@@H]([C@@H](O)c1ccccc1)N(C)C(=O)Cc1ccccc1	1	1	13	-2	-2	-12	-3	2	5
16	O=C(NC1(C(F)(F)F)Oc2ccccc2O1)N1CCC2(CC1)OCCO2	19	0.86	-7	14	-6	2	4	3	24
17	C[C@]12CCC3C(CC[C@H]4C[C@@H](O)[C@H](O)C[C@]34C)C1CC[C@@H]2O (stereo partly drawn)	-15	1.1	55*	-8	0	-25	-2	4	-2
18	CCCCn1c(O)c(C(CC)=Nc2ccc(OC)cc2OC)c(=O)[nH]c1=O	21	0.95	5	5	-4	41*	1	0	-3
19	COC(=O)C(O)(c1c(C)[nH]n(-c2ccccc2)c1=O)C(F)(F)F (stereo not drawn)	6	1.1	8	-8	1	10	5	1	-15
20	CCCCn1c(=O)c(C(=O)Nc2ccccc2)c(O)c2ccccc21	6	1	-6	-3	-3	10	-9	-3	-3
21	O=C1NC(=O)C(CCc2ccncc2)(CCc2ccncc2)C(=O)N1Cc1ccc(F)cc1	2	1.1	11	-6	6	8	-6	-2	-16
22	Cc1cc2ccccc2c(=O)n1CC(=O)NCC(=O)N1CCC2(CC1)OCCO2	-13	1.1	9	-8	-2	3	-2	1	5
23	COC(=O)C1=C(c2ccc(OC(F)(F)F)cc2)C[C@@H]2CC[C@H]1N2C(=O)NCc1cccc2ccccc12	0	1	19	-3	-7	17	2	2	-4
24	O=C(C(Cc1ccccc1)NS(=O)(=O)c1ccc(F)cc1)N1CCC2(CC1)OCCO2 (stereo not drawn)	-2	1.2	3	-19	-3	21	-7	1	-14
25	Cc1cc(=O)oc2cc(OCC(=O)N3C[C@H]4C[C@@H](C3)c3cccc(=O)n3C4)c(Cl)cc12	-10	0.8	11	20	-4	-5	-8	-2	6
26	CCOc1ccc(NC(=O)c2ccc(NC(=O)COC(=O)Cc3ccccc3)cc2)cc1	4	1	11	-3	-1	5	-5	1	8
27	COCCNC(=O)c1c(N)n(CCC(C)C)c2nc3ccccc3nc12	42*	1.4	4	-43	-4	48*	-3	0	5
28	COc1cc2[nH]c(C(=O)N3CCC4(CC3)OCCO4)cc2c(OC)c1OC	14	1	5	0	-4	10	0	-3	0
29	Cc1ccc(CN2CCCN(Cc3ccccc3C)S2(=O)=O)cc1	7	0.95	-10	5	-2	13	-9	-2	4
30	Nc1c(C(=O)NCc2ccco2)c2nc3ccccc3nc2n1Cc1ccccc1	27	1	16	-2	-6	34	-5	-2	-4
31	CC(=NCc1cccnc1)c1c(O)n(-c2ccccc2)c(=O)[nH]c1=O	-12	1	13	-1	-1	3	1	1	5
32	CN(C)CCCN=Cc1c(O)n(Cc2ccco2)c(=O)[nH]c1=O	-16	1.1	15	-6	1	-4	-7	7	-8
33	CCn1cc(C(=O)N2CCOCC2)c2ccccc21	5	0.95	17	5	0	7	-5	4	3
34	O=C(CN1CCCCC1)c1ccccc1F	2	0.96	17	4	-2	-2	-8	-1	4
35	CCC(=NCC1CCCO1)c1c(O)[nH]c(=O)[nH]c1=O (stereo not drawn)	5	1	-6	0	-3	-6	-1	-3	-6
36	N#CCCCCC#N	8	0.97	5	3	0	-10	-2	0	15
37	O=c1c2ccccc2nc(CSc2ncnc3nc[nH]c23)n1-c1ccc(Cl)c(Cl)c1	12	1	6	-4	-1	25	-7	-3	0
38	COc1ccc2nc3oc(C(=O)N4CCC5(CC4)OCCO5)cc3cc2c1	20	1.1	-13	-8	-2	25	-2	-1	1
39	Nc1ccncc1Cl	7	0.91	16	9	-3	-3	-10	-1	-8
40	COc1ccc(C2=CC(c3ccc(OC)c(OC)c3)c3c(c4ccccc4oc3=O)O2)cc1OC (stereo not drawn)	11	0.96	3	4	-2	11	-3	1	13
41	CCCCn1c(O)c(C(C)=Nc2ccc(OCC)cc2)c(=O)[nH]c1=O	7	0.99	-3	1	2	22	-7	-5	-2
42	N[C@@H](Cc1c[nH]c2ccccc12)c1nnc(SCc2ccc(Cl)cc2)o1	41*	1	6	-4	-2	39	-3	-2	-2
43	O=C1CC(=O)N(Cc2ccccc2)C(=O)N1CCCCCCN1C(=O)CC(=O)N(Cc2ccccc2)C1=O	-8	0.84	-3	16	1	8	20	9	8
44	COc1ccc(C(Nc2ccccc2)P(=O)(Oc2ccccc2)Oc2ccccc2)cc1 (stereo not drawn)	19	0.98	21	2	0	7	1	6	-16
45	CCOP(=S)(OCC)SCC(=O)NC(C(=O)O)C(C)C (stereo not drawn)	-14	1	12	-3	-4	3	-2	-3	-19
46	CC(C)c1ccc(OCC(=O)N2CCCN(C)CC2)cc1	7	0.99	-3	0	-1	5	-7	-5	-2
47	c1cncc(CNC2CCCC2)c1	7	0.92	14	8	-1	-1	-6	-1	23
48	CN(C)C(=O)Oc1ccc(Br)c2ccccc12	-2	1.1	7	-12	0	19	-8	3	-8
49	CCCCNC(=O)c1c(N)n(Cc2ccc3c(c2)OCO3)c2nc3ccccc3nc12	26	1	8	0	-4	33	6	0	20
50	CC(C)(C)OC(=O)c1c(N)n(Cc2ccco2)c2nc3ccccc3nc12	18	0.96	17	4	0	36	-1	-1	11
51	CN(C=O)CP(=O)(O)CN(C)C=O	-20	1	-11	-1	-2	3	-2	-3	2
52	CNC(=O)O/N=C(\N)Cc1csc2ccc(Cl)cc12	35	1.1	3	-10	-2	26	-8	-3	2
53	O=C(Nc1ccc(Cl)c(Cl)c1)c1ccco1	18	0.99	13	1	-5	-30	-5	-6	0
54	O=c1c2ccccc2nc(CNc2ccccc2)n1-c1ccccc1	24	0.95	18	5	-1	13	-7	-1	1
55	Cc1[nH]c2ccc(O)cc2c1CCN	-2	0.9	25	10	0	-2	-11	-6	-2
56	O=C(NCCCN1CCOCC1)C(Cl)(Cl)Cl	-14	1.1	14	-8	2	-6	-7	0	-6

# New compounds follow
item	structure	TIM10 inh	mIAP act	NALP3 yeast inh	mIAP inh	MIN6 prolif	tim10-1 inh	A3G deaminase	A3A deaminase	hIAP inh
57	CNCCc1c[nH]c2ccc(O)cc12	0	0.94	14	6	1	1	21	-9	-14
58	Cc1ccc(C(=O)COC(=O)Cc2ccccc2)cc1	0	1	16	-2	5	3	-5	1	4
59	Cc1cccc(C)c1N1CCN(c2c(C)cccc2C)CC1	-5	1.1	8	-7	1	9	-9	-5	0
60	CCCc1nc2ccccc2c(=O)n1-c1cccc(OC)c1	0	1	5	-4	-2	9	2	4	14
61	Cc1nn(C)cc1/C=C1/CC2C3CC=C4CC(O)CCC4(C)C3CCC2(C)C1=O (stereo not drawn)	-3	0.96	48	4	-1	-10	-3	-2	-7
62	COc1ccc2c(c1)CC1(CN2C)C(=O)NC(=O)N(c2ccc(C)cc2)C1=O (stereo not drawn)	0	1	9	-4	-1	-14	-4	-5	-23
63	C[N+]1(CC(COCc2ccccc2)OC(=O)Cc2ccccc2)CCOCC1 (stereo not drawn)	4	1	15	-1	0	8	18	41*	-4
64	CC(C)(O)[C@@H]1[C@H]2OC(=O)[C@@H]1[C@]1(O)C[C@H]3O[C@]34C(=O)O[C@H]2[C@]14C (tested in a mixture with another compound)	4	1	1	-1	0	2	-3	-3	9
65	C=C1C2C[C@H](O)C(C)(C)[C@@]2(O)[C@H](O)C[C@]23C[C@@](C)(O)[C@H](CC[C@H]12)[C@H]3OC(C)=O (stereo partly drawn)	-8	1	25	-3	-2	-23	-10	-5	16
66	[O-]c1ccccc1-[n+]1c(-c2ccccc2)cc(-c2ccccc2)cc1-c1ccccc1	9	1.1	15	-11	-9	24	-10	-3	-9
67	O=C/C=C/c1ccccc1	14	0.96	-13	4	0	2	0	0	9
68	Cc1ccc(-n2c(O)c(/C=N/NC(=O)c3ccncc3)c(=O)[nH]c2=O)cc1C	15	0.96	3	4	-1	17	-4	2	-53
69	S=c1[nH]c2ccccc2[nH]1	2	0.92	18	8	1	-10	9	-2	18
70	CCOP(=O)(OCC)C(NS(=O)(=O)c1ccccc1)C(Cl)(Cl)Cl (stereo not drawn)	16	0.89	17	11	2	-4	-7	-4	-5
71	COC(=O)c1ccc(CN2CCSC2=N)cc1	7	0.93	9	7	7	-1	-5	-4	18
72	N#Cc1ccc(Cn2cc(C(=O)c3ccco3)c3ccccc32)cc1	31	0.93	-21	7	0	-2	-3	-3	19

# Source: PubChem BioAssay (Sanford-Burnham Center for Chemical Genomics)

# A portion of the library; rates above refer to the full screens.
